Screens from PubChem.
JMJD2E inh – JMJD2E (human) inhibition; B2RXH2; JMJD2E catalytic domain, FDH-coupled NADH fluorescence (FDH is formaldehyde dehydrogenase); Potency, µM (highest dose often 57.1 µM), for inactives: at the highest dose activity change, negative = inhibition, usual class: inhibitors; 230,000 tested, 1.6% active; active means well fitted inhibition curve with a large enough effect, not every such curve was filed as active; inconclusive means small, poorly fitted or top-dose-only effect, or another doubt; inactive means no such curve, though single readings can be large or run the other way;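 further: 0% = wells with enzyme and -100% = buffer wells without enzyme; nearly all actives have a fitted effect of over 50% in size; many of its hits are not listed in these tables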
Target sequence (B2RXH2 1-337 limits assumed): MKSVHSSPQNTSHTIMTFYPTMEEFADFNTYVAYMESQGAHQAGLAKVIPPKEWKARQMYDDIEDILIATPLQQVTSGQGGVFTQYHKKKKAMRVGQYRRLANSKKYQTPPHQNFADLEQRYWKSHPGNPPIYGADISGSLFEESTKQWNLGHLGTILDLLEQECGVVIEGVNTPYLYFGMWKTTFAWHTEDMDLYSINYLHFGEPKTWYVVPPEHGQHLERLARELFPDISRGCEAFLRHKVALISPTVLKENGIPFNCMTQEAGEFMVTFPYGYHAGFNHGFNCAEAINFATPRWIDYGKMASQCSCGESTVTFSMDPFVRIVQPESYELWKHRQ
HTT aggregate – inhibitors of mutant huntingtin aggregate formation in PC12 cells; PC12 HttQ103-GFP aggregates, Acumen cytometry, 40 h; Potency, µM (series often up to 46.1 µM), without a hit: at the highest dose activity change, negative = inhibition, hits mostly inhibitors; 220,000 tested, 1.1% active; further: on the % scale 0 is the no-effect control and ±100 the full control effect; nearly all actives have a fitted effect of over 60% in size
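PC12/HTTQ103-GFP, ecdysone-inducible; teb 100 nM; cpd qHTS titration; GFP aggregates read on laser cytometer, Ex 488/Em 500-530 nm.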
SMN2 splice up – SMN2 splice variant enhancement. HEK293 SMN2-luciferase splicing reporter, luminescence, 30-36 h. Potency, µM (titrated, usually from 46.1 µM), for inactives: at the highest dose activity change, positive = activation, most hits filed as activators. 210,000 tested, 2.8% active; further: % of control where 0% means no effect; nearly all actives have a fitted effect of over 55% in size
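HEK293 cells carry an SMN2 minigene-luciferase reporter in which exon 7 inclusion puts luciferase in frame. Cells were seeded at 2000 cells/well, attached for 10-12 hours, then exposed to compounds for 30-36 hours at 37C before ONE-Glo luminescence.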
Tau fluor cs – counter-screen for tau fibril formation inhibitors; AID 1463; tau K18 P301L Alexa594 fluorescence, heparin fibrillization; 280,000 tested, 0.93% active; Potency, µM (top dose mostly 57.7 µM), for the others: top-dose activity change, negative = decrease; further: on the % scale 0 is the no-effect control and ±100 the full control effect; nearly all actives have a fitted effect of over 55% in size
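Human K18 P301L tau (15 uM unlabeled plus 0.24 uM Alexa 594-labeled, final) in 100 mM sodium acetate pH 7 was mixed with compound and 20 uM heparin and incubated 6 hr at 37 C.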
ALDH1A1 inh – blocks purified human ALDH1A1 activity; P00352; Purified ALDH1A1, NADH fluorescence, propionaldehyde substrate; Potency, µM (top dose mostly 75.3 µM), without a hit: top-dose activity, negative = inhibition, most hits filed as inhibitors; 220,000 tested, 7.3% active; AID 1030; active means well fitted inhibition curve with a large enough effect, not every such curve was filed as active; inconclusive means small, poorly fitted or top-dose-only effect, or another doubt; inactive means no such curve, though single readings can be large or run the other way;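 further: plate controls were no enzyme wells and a reference inhibitor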
Target sequence (P00352 whole entry, looked up): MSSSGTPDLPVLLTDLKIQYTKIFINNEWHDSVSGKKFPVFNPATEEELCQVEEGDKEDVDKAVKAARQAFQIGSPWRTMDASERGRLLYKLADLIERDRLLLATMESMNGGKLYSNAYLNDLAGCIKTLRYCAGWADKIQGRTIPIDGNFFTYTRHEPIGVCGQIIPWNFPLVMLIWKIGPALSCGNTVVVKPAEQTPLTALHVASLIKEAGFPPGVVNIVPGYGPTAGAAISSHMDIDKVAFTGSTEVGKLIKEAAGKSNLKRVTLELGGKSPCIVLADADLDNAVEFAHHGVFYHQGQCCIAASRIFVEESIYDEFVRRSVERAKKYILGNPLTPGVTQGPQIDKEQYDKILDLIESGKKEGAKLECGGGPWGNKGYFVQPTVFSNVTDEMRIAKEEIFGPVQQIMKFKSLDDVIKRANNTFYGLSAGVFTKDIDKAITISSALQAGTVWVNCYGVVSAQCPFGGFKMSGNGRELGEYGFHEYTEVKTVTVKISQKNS
HTT ATP protect – protects HTT-Q103 PC12 cells, measured by ATP; PC12 HTT-Q103 induced, cytoprotection, ATP luminescence, 40 h; Potency, µM (series often up to 56.4 µM), inactives show cytoprotection (ATP increase), most hits filed as activators; 230,000 tested, 0.14% active; AID 1471;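 further: % of control where 0% means no effect; nearly all actives have a fitted effect of over 45% in size; toxic huntingtin expression switched on by the ecdysone agonist tebufenozide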
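Compounds were screened for protection of PC12 cells against cell death after tebufenozide induction (100 nM final) of mutant Huntingtin exon 1 (Q103) fused to GFP.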
Tau fibril FP – blocks human tau fibril formation measured by polarization; Potency, µM (titrated, usually from 57.7 µM), inactives show top-dose activity, negative = inhibition, usual class: inhibitors; K18 P301L tau heparin fibrillization, Alexa594 FP, 6 h; 280,000 tested, 0.39% active; further: on the % scale 0 is the no-effect control and ±100 the full control effect; nearly all actives have a fitted effect of over 55% in size
Target sequence (P10636 561-689 P618L limits assumed): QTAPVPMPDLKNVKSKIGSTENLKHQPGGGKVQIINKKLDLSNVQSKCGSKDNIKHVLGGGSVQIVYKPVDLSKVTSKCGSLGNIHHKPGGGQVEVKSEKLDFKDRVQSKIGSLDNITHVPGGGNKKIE
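Quantitative HTS format: compounds meet 15 uM recombinant K18 P301L tau and Alexa 594-tau tracer in 100 mM sodium acetate pH 7; 20 uM heparin triggers fibrillization at 37 C over 6 hr; FP gives the signal.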
Tau ThT inhib – tau fibrillization inhibition (ThT binding) | 270,000 tested, 2.1% active | recombinant tau K18 P301L (four-repeat tau fragment), heparin-induced fibrillization, ThT fluorescence | P10636 | Potency, µM (top dose mostly 57.4 µM), for the others: at the highest dose activity, negative = inhibition, hits mostly inhibitors; further: on the % scale 0 is the no-effect control and ±100 the full control effect; nearly all actives have a fitted effect of over 55% in size
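Recombinant human tau K18 fragment […] carrying P301L, 15 uM unlabeled plus 0.24 uM Alexa 594-labeled, was fibrillized with 20 uM heparin in 100 mM sodium acetate pH 7 for 6 hr at 37 C; 30 uM ThT fluorescence read after 1 hr.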
* = called active by the depositor; ? = inconclusive; . = no result given; [ ] = dose if it differs, or a comment. Unless noted, the call rests on the fitted dose curve; in most records, active means well fitted curve in the direction sought with a large enough effect; inconclusive means small, poorly fitted or top-dose-only effect, or another doubt; inactive means no such curve, though single readings can be large; an effect the other way counts as inactive or inconclusive. Potency means the concentration at half of the fitted maximal effect. These rows are one share of the data; rates above refer to the full screens.

molecule | JMJD2E inh | Tau fluor cs | HTT aggregate | SMN2 splice up | Tau fibril FP | HTT ATP protect | ALDH1A1 inh | Tau ThT inhib
CCN(CC)CC(=O)NN=C(c1ccccc1)c1ccccc1 | 2.7% | -5.1% | 14.8% | -7.4% | -3.9% | 2.7% | ? | -1.6%
CN(CC(=O)NCCC1=CCCCC1)S(=O)(=O)c1ccc2c(c1)c(=O)n(C)c(=O)n2C | -3.8% | -12.7% | -18.6% | -6.3% | ? | -26.8% | 31.6µM* | -7.7%
O=C(CSc1nc2ccccc2c(=O)[nH]1)c1cccs1 | 0.9% | -12.7% | -13.7% | 4.6% | -10.6% | 2.4% | -12.4% | 2.1%
Cc1cccc(-c2cccc(-c3cc(=O)oc4cc5c(cc34)OCO5)c2)c1 | . | -12.2%[81.3 µM] | . | . | 6.1%[81.3 µM] | -94.1%[inhibitor] | ? | -8.1%[81.4 µM]
N#Cc1ccccc1CN1C(=O)S/C(=C/c2cccn2-c2ccc(C(=O)O)cc2)C1=O | 5.7% | -12.1% | -24.7% | 5.7% | 7.4% | -1.8% | 0.501µM* | -17.0%
O=C(c1ccc(F)cc1)N1CCN(Cc2ccccc2Br)CC1 | ? | -5.6% | -19.6% | 10.2% | -0.5% | 0.8%[10 µM] | ? | -10.9%
COC(=O)CSc1ccc(-c2nc3ccc(C)cc3[nH]2)cn1 | ? | -28.7% | -14.1% | 2.0% | -12.4% | -14.4%[10 µM] | ? | ?
Nc1ccc2nc(N3CCOCC3)sc2c1 | -18.6% | -17.0% | 30.5% | 15.8µM* | 2.4% | -39.5%[inhibitor] | -34.8% | ?
O=C(CN(c1ccccn1)S(=O)(=O)c1ccccc1)Nc1ccccc1 | ? | -0.7% | 16.9% | -20.4% | 6.1% | . | -11.4% | -1.2%
CCc1ccccc1N(C1=NCCCS1)S(=O)(=O)c1ccc(C(C)(C)C)cc1 | -1.3% | 1.9% | 1.8% | -26.0% | -3.3% | 19.4%[10 µM] | 0.794µM* | 8.0%
O=C(O)C1C2C=CC(C2)C1C(=O)NCCCn1ccnc1 (stereo not given) | 0.6% | 5.5% | 11.1% | -3.3% | 5.4% | 9.4%[0.074 µM] | -7.8% | 0.0%
Cc1ccc(N2C(S)=C(C#N)C(=O)NC23CCCCC3)cc1 | -3.1% | -18.9% | -2.1% | 19.0% | ? | -21.4%[10 µM] | ? | ?
Cc1ccc(N(CC(=O)N2CCN(c3ccc(Cl)cc3)CC2)S(=O)(=O)c2c(C)nn(C)c2C)cc1 | . | -17.2% | . | -7.7% | 2.7% | . | . | -11.4%
O=C(COC(=O)/C=C/c1ccccc1[N+](=O)[O-])Nc1ccc(OCc2ccccc2)cc1 | 8.6% | -4.6% | -5.1% | 12.6µM* | -12.3% | -13.6%[10 µM] | -2.9% | 4.0%
CCCc1cc(=O)[nH]c(SCC(=O)Nc2sc3c(c2C#N)CCC(C)C3)n1 (stereo not given) | -0.9% | -12.5% | 6.9% | -17.0% | 0.7% | -19.7% | 22.4µM* | ?

4 entries from above, arranged by their value in ALDH1A1 inh, high to low.
structure	ALDH1A1 inh
CN(CC(=O)NCCC1=CCCCC1)S(=O)(=O)c1ccc2c(c1)c(=O)n(C)c(=O)n2C	31.6µM*
CCCc1cc(=O)[nH]c(SCC(=O)Nc2sc3c(c2C#N)CCC(C)C3)n1 (stereo not given)	22.4µM*
CCc1ccccc1N(C1=NCCCS1)S(=O)(=O)c1ccc(C(C)(C)C)cc1	0.794µM*
N#Cc1ccccc1CN1C(=O)S/C(=C/c2cccn2-c2ccc(C(=O)O)cc2)C1=O	0.501µM*

Later entries:
molecule | JMJD2E inh | Tau fluor cs | HTT aggregate | SMN2 splice up | Tau fibril FP | HTT ATP protect | ALDH1A1 inh | Tau ThT inhib
COc1ccc(C2(CNC(C)=O)CCCC2)cc1OC | 0.6% | 5.4% | -16.0% | 18.5% | 1.3% | 7.0% | -9.3% | 2.7%
Cc1ccc(-c2cc(NC(=O)C(C)Oc3ccc(C)c(C)c3)on2)cc1 (stereo not given) | . | ? | . | 24.3% | -6.7% | . | . | ?
CCOc1ccccc1N1CCN(C(=S)NCc2ccc(Cl)cc2)CC1 | -1.3% | ? | ? | -2.7% | 15.5% | 18.9% | 4.6% | -17.3%
COc1ccc(CCNC(=O)c2c(O)nc3c(C)cccn3c2=O)cc1OC | . | -15.6% | . | 4.4% | -5.0% | . | . | -14.4%
O=C(CSc1ncnc2ccccc12)c1ccc2c(c1)OCCO2 | 3.7% | -3.5% | -7.4% | . | 0.0% | 30.3%[10 µM] | ? | -1.7%
CCc1ccc2oc(-c3cc(N)cc(C)c3O)nc2c1 | -25.3% | ? | 29.1%[9.22 µM] | ? | ? | -48.6%[inhibitor] | ? | ?
Cc1ccc(-c2ccc(/C=C(\C#N)C(N)=S)o2)c([N+](=O)[O-])c1 | -12.8% | ? | 6.1%[9.22 µM] | . | -4.7% | 20.3%[10 µM] | ? | 3.98µM*
Cc1cc(C)c2c(n1)sc1c(=O)[nH]c(SCc3ccccc3)nc12 | 7.0% | -11.9% | 1.0% | 12.8% | -5.4% | -30.6%[10 µM] | ? | ?
CN1C(=O)N(C)C2(c3ccccc3)NNC(N)=NC12c1ccccc1 (stereo not given) | -24.3% | -11.8% | 7.2%[9.22 µM] | . | -4.7% | -9.9%[10 µM] | . | -11.6%
CC(C)OCCCn1c(NN)nc2ccccc2c1=O | ? | ? | 8.5% | -66.5%[inhibitor] | -7.7% | -34.6%[inhibitor] | ? | ?
Cc1nc2ccccn2c1C(=O)NNS(=O)(=O)c1ccc(Cl)cc1 | -1.0% | -3.5% | 12.7%[9.22 µM] | . | -3.5% | 16.9%[10 µM] | 8.91µM* | 4.1%
Cc1ccc(C(=O)Cn2nnc(-c3cccs3)n2)cc1 | -3.9% | 12.1% | -0.9%[9.22 µM] | . | -0.4% | 8.7%[10 µM] | . | .
COc1ccccc1C1N(c2ccc(F)cc2)C(=O)C2CCCN21 (stereo not given) | -0.8% | 1.7% | 11.0% | 3.9% | 1.2% | 0.2%[1.9 µM] | -5.6% | 6.1%
CCOc1ccc(-n2c(N)c(-c3nc4ccccc4[nH]3)sc2=S)cc1 | -10.4% | ? | 7.0% | 1.1% | 2.1% | -27.2% | -13.1% | ?
CCOC(=O)C1C(=O)NC(SCC(=O)OC)=C(C#N)C1c1ccccc1OCC (stereo not given) | 6.3% | -9.5% | -3.4% | -10.3% | 1.5% | -3.1% | 14.4% | -7.3%

Whole records, quoted from the list. Values in the order: JMJD2E inh	Tau fluor cs	HTT aggregate	SMN2 splice up	Tau fibril FP	HTT ATP protect	ALDH1A1 inh	Tau ThT inhib
CN1C(=O)N(C)C2(c3ccccc3)NNC(N)=NC12c1ccccc1 (stereo not given) is entered as -24.3%	-11.8%	7.2%[9.22 µM]	.	-4.7%	-9.9%[10 µM]	.	-11.6%
Cc1nc2ccccn2c1C(=O)NNS(=O)(=O)c1ccc(Cl)cc1 is entered as -1.0%	-3.5%	12.7%[9.22 µM]	.	-3.5%	16.9%[10 µM]	8.91µM*	4.1%
COc1ccccc1C1N(c2ccc(F)cc2)C(=O)C2CCCN21 (stereo not given) is entered as -0.8%	1.7%	11.0%	3.9%	1.2%	0.2%[1.9 µM]	-5.6%	6.1%

The listing continues:
molecule | JMJD2E inh | Tau fluor cs | HTT aggregate | SMN2 splice up | Tau fibril FP | HTT ATP protect | ALDH1A1 inh | Tau ThT inhib
Cc1c(C(=S)Nc2ccccc2)cnn1-c1ccccc1 | -4.9% | -12.0% | -22.2% | 5.3% | 1.3% | -17.6% | -11.5% | ?
O=C(NCc1nc2ccccc2[nH]1)C1=C[C@H](C2CC2)C[C@H](OCCCCO)O1 | -3.2% | -10.6% | 0.0%[9.22 µM] | . | -10.8% | -4.5%[10 µM] | -1.7% | -11.2%
CC(C)(C)c1nnc(NC(=O)CN2C(=O)C3C4C=CC(C4)C3C2=O)s1 (stereo not given) | 3.1% | ? | 4.6% | . | -10.3% | -19.3% | -0.7% | ?
CCCC(=O)N1CCc2cc(-c3nc(N)sc3C)ccc21 | -4.3% | ? | ? | . | -11.7% | -51.8%[inhibitor] | -11.5% | ?
O=C(O)c1c[nH]c2ccc(F)cc2c1=O | -0.7% | -4.8% | 13.6% | 14.1% | 1.2% | . | 8.2% | 5.0%
CCOC(=O)c1sc2nc(NC(=O)C3CC3)sc2c1C | ? | -9.3% | 8.6% | 5.0% | 1.6% | -10.4% | ? | ?
Cn1c(SCC(=O)Nc2ccccc2)nnc1-c1ccc(NC(=O)CCc2ccccc2)cc1 | -2.0% | -10.6% | 6.5% | -25.1% | -11.7% | -3.7%[10 µM] | 3.9% | -14.6%
O=C(Nc1cccc(Cl)c1)N1CCN(C/C=C/c2ccccc2)CC1 | -8.7% | -23.9% | -8.4% | -5.1% | 1.8% | -19.1% | 5.9% | -12.6%
O=C(CN1CCN(Cc2ccccc2F)C1=O)NCc1cccnc1 | 3.6% | -7.8% | 11.2% | 0.3% | -11.2% | -2.5%[10 µM] | 2.8% | -12.6%
Cc1nc(CS(=O)(=O)c2ccc(Cl)cc2)cc(Sc2ccccc2Cl)n1 | 1.4% | -21.6% | 18.2% | 1.8% | 4.0% | 23.9%[10 µM] | ? | -15.8%
O=C(CSc1ccccn1)Nc1ccc2c(c1)C(=O)c1ccccc1C2=O | 0.0% | ? | -14.0% | 10µM* | 10.4% | -9.9%[10 µM] | 25.1µM* | -8.5%
Cc1ccc(CNC(=S)NCc2ccncc2)cc1 | -2.7% | -6.0% | -21.1% | -29.2% | -2.1% | -34.0%[inhibitor] | -14.2% | -1.9%
Cc1nn(Cc2ccccc2)c(C)c1NC(=O)c1cc(-c2ccc3c(c2)OCO3)on1 | 7.2% | -5.8% | 12.0% | -30.9%[inhibitor] | 3.7% | -27.0% | -11.5% | -8.3%
CC(C)(C)NC(=O)c1ccc2nsnc2c1 | -4.0% | -3.0% | -5.4% | -1.6% | -2.9% | 18.5%[10 µM] | 4.1% | -0.6%
CC1=C(C(=O)N2CCOCC2)C(c2ccc(Br)cc2)NC(=S)N1c1ccccc1 (stereo not given) | 7.8% | -11.8% | 7.7% | 17.9% | -10.2% | -21.4% | -6.3% | -8.9%
